EPAC2 ag: qHTS for Agonist of cAMP-regulated guanine nucleotide exchange factor 4 (EPAC2): primary screen; Rap guanine nucleotide exchange factor 4 (Homo sapiens), Q8WZA2; EPAC2 activation, biochemical qHTS; response scale: 100% = 6.5 mM cAMP response; Potency, µM (highest dose often 154 µM), for inactives: at the highest dose activation, actives largely listed as activators; 360,000 compounds, 0.079% hits; note: potency is the fitted concentration of half-maximal effect; nearly all actives have a fitted effect of over 50% in size
Target sequence (Q8WZA2 whole entry, looked up): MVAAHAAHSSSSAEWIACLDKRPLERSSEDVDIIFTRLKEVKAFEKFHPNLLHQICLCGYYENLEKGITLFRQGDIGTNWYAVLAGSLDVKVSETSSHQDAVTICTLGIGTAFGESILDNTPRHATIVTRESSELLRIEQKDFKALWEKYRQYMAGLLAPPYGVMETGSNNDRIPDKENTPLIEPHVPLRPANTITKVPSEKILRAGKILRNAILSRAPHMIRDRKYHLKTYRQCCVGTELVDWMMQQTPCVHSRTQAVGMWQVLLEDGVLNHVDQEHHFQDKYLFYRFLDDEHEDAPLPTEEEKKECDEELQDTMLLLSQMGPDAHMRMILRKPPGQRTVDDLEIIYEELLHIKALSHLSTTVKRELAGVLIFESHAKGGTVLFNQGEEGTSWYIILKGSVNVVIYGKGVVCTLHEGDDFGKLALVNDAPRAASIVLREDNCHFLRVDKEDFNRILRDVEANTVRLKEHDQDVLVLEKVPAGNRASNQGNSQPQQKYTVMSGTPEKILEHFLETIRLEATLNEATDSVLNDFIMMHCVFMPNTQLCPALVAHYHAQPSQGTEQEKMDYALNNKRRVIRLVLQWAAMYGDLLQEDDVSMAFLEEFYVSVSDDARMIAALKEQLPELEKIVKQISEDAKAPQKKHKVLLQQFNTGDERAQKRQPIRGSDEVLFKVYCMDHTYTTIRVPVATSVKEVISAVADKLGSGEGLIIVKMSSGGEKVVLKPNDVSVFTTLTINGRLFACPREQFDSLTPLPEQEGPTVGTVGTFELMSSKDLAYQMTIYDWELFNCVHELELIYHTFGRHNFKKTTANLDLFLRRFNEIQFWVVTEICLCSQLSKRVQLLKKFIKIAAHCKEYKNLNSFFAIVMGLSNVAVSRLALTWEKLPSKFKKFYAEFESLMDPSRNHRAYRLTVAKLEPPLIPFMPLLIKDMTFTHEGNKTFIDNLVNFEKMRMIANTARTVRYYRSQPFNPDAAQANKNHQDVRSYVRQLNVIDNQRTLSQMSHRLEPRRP
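Guanine nucleotide exchange by EPAC2 is measured as reduced fluorescence of BODIPY-GDP once it is released from 250 nM Rap1B. Plates are read kinetically for 30 min at room temperature; results are scaled to 6.5 mM cAMP.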
ATXN2 expr inh: Primary qHTS for Inhibitors of ATXN expression | HEK-293 ATXN2-luciferase reporter, luminescence, 24 h | Potency, µM (titrated, usually from 57 µM), for inactives: top-dose activity change, negative = inhibition, usual class: inhibitors | 360,000 compounds, 0.72% hits; note: potency is the fitted concentration of half-maximal effect; % is set by controls: 0 for no effect and ±100 for the full control effect; nearly all actives have a fitted effect of over 55% in size
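qHTS (up to 57 uM final) was run with 24 h compound exposure of reporter cells at 37 °C. Each well was multiplexed: SteadyGlo luminescence measured ATXN2-luciferase expression after a fluorogenic Gly-Phe-AFC viability readout (25 uM final).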
Nrf2 activator: qHTS of Nrf2 Activators. AREc32 ARE-luciferase reporter (MCF7-derived line), luminescence, 24 h. 410,000 compounds, 0.31% hits. AID 624171, 2012. Potency, µM (highest dose often 46.1 µM), for the others: at the highest dose activation, actives largely listed as activators; note: potency is the fitted concentration of half-maximal effect; % of control where 0% means no effect; nearly all actives have a fitted effect of over 65% in size
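Each well held 1000 AREc32 cells, which were incubated with compound for 24 hr at 37 deg C after overnight attachment, and ARE reporter activity was quantified by firefly luciferase luminescence.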
IL-2 act: qHTS of IL-2 Activators | IL-2 activation reporter assay, cell-based qHTS; stimulated with anti-CD3/CD4/CD28 beads; in transgenic mouse T cells | activation, % (series mostly up to about 46 µM) | 360,000 compounds, 0.065% hits | AID 652025, 2013; in the data active = activation above about 50%; inconclusive = mostly about 30% to 49%; note: 0% is about no effect
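Readout: EGFP and DsRed signals by fluorescent plate cytometry. Unstimulated transgenic mouse T cells received compound 60 min before antibody-bead stimulation, then incubated 18 h at 37 degrees C.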
Nrf2 inh: Nrf2 qHTS screen for inhibitors; A549 ARE-Fluc reporter, luciferase luminescence, 18-24 h; 360,000 compounds, 2.1% hits; Potency, µM (doses to about 46 µM), for the others: at the top dose activity change, negative = inhibition, hits mostly inhibitors; note: potency is the fitted concentration of half-maximal effect; % is set by controls: 0 for no effect and ±100 for the full control effect; nearly all actives have a fitted effect of over 60% in size
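Concentration-response testing used A549 ARE_Fluc cells at 5000 cells/well. Following an 18-24 h compound incubation, viability was read by fluorescence (Ex 405/Em 525) and luciferase output by luminescence.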
A549 viability: Nrf2 qHTS screen for inhibitors: counterscreen for cytotoxicity. 390,000 compounds, 0.16% hits. Potency, µM (series often up to 46 µM), without a hit: top-dose activity change, negative = cytotoxicity, most hits filed as inhibitors. A549 ARE-Fluc cells, CellTiter-Fluor viability, 18-24 h; note: potency is the fitted concentration of half-maximal effect; % is set by controls: 0 for no effect and ±100 for the full control effect
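Cytotoxicity counterscreen: CellTiter-Fluor fluorescence was measured in A549 ARE_Fluc cells after 18-24 h of compound exposure in a concentration series. The subsequent BugLite luminescent read reports ARE-luciferase activity.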
TGFb inhibitor: qHTS for Inhibitors of TGF-b; HepG2 CAGA-GFP TGF-b/SMAD3 reporter, GFP fluorescence, 18 h; TGF-beta stimulated, 500 pg/mL final; Potency, µM (titrated, usually from 46.1 µM), for inactives: at the top dose activity, negative = inhibition, usual class: inhibitors; 410,000 compounds, 1.2% hits; note: potency is the fitted concentration of half-maximal effect; % is set by controls: 0 for no effect and ±100 for the full control effect; nearly all actives have a fitted effect of over 65% in size
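Per well, imaged GFP fluorescence of HEPG2 CAGA-GFP cells gives the signal; cells get compound, then TGF-beta (500 pg/mL final), 18 h at 37 degrees C; %Activity versus -TGF-beta and +DMSO controls.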
HepG2 tox: qHTS for Inhibitors of TGF-b: Cytotox Counterscreen; HepG2 CAGA-GFP viability, ATP luminescence, 18 h; Potency, µM (highest dose often 46.1 µM), for inactives: at the highest dose activity change, negative = cytotoxicity, actives largely listed as cytotoxic; 410,000 compounds, 0.76% hits; note: potency is the fitted concentration of half-maximal effect; some results filed as inactive show a strong effect at the top dose
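HepG2 CAGA-GFP cells (1000/well, DMEM with 1% FBS) received compound, then TGF-beta at 500 pg/mL final, and were incubated 18 hours at 37 degrees C. Viability was read by CellTiter-Glo luminescence. Media-only wells were set as complete cell-killing and DMSO as no toxicity.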
S2 tox: Viability Counterscreen for Primary qHTS for Inhibitors of ATXN expression. Potency, µM (top dose mostly 56.7 µM), usual class: cytotoxic. 400,000 compounds, 0.49% hits. S2 cells (HEK-293 line with an ATXN2-luciferase reporter) viability, CellTiter-Fluor protease fluorescence, 24 h. AID 651635, 2014; note: potency is the fitted concentration of half-maximal effect; nearly all actives have a fitted effect of over 40% in size
The depositor's hits bear a star; i = inactive; u = inconclusive; x = no result given; [ ] = another dose, or the depositor's remark. Unless noted, calls come from the whole dose curve; as a rule, active = well fitted curve in the direction sought with a large enough effect; inconclusive = small, poorly fitted or top-dose-only effect, or another doubt; inactive = no such curve, though single readings can be large; an effect the other way counts as inactive or inconclusive. Random draw from the library. Share with any hit: about 4.3%.

SMILES	EPAC2 ag	ATXN2 expr inh	Nrf2 activator	IL-2 act	Nrf2 inh	A549 viability	TGFb inhibitor	HepG2 tox	S2 tox
CC(Sc1nncn1C)C(=O)NCCC1=CCCCC1 (stereo not given)	-2%	8%	0.2%	1.3	1%	3%	11%	19%	i
CC(=O)c1ccc(S(=O)(=O)NC2CC(=O)N(c3ccc(Cl)cc3)C2)cc1 (stereo not given)	-2%	-3%	0.2%	-3.0	4%	-2%	1%	4%	i
FC(F)(F)c1cccc(Cc2noc(CN3CCCCC3c3ccccn3)n2)c1 (stereo not given)	-3%	-13%	7.2%	-0.7	-9%	-3%	-15%	-29%	i
O=C(O)c1nn(CC(=O)N2CCN(c3ncc(C(F)(F)F)cc3Cl)CC2)c(=O)c2ccccc12	-15%	-15%	2.5%	-0.2	u	0%	-12%	-14%	i
COc1ccc(NC(=O)C23CC4CC(C2)CC(c2ccc(C)cc2)(C4)C3)cc1	5%	-22%	3.7%	-0.1	16µM*	-18%	-16%	-32%	i
Cc1cc(C)cc(N/C(N)=N/c2nc(C)cc(C)n2)c1	5%	-19%	-0.9%	-4.2	6%	-4%	-4%	-2%	i
CCCCn1c(N)c(-c2nc3ccccc3s2)c2c([N+](=O)[O-])nn(CC)c(=O)c21	5%	-14%	-0.6%	0.7	x	-1%	2%	6%	i
CCOC(=O)C1C(=O)OC2(CCCC2)C1C(=O)OCC (stereo not given)	7%	-1%	0.0%	-0.2	0%	-4%	-25%	5%	i
CC(/C=C/c1ccco1)=N\NC(=O)c1cc(C)[nH]n1	7%	1%	0.5%	-0.4	14%	8%	-14%	-10%	i
Cc1ccc(-c2noc(CSc3nnc(-c4cccs4)n3C)n2)cc1	-3%	0%	2.6%	-2.8	u	-26%	-7%	-1%	i
COc1ccc2[nH]c3nc(SCc4nnc(-c5ccc(C)cc5)o4)nnc3c2c1	-9%	20µM*	-0.1%	-1.9	u	-20%	9%	-2%	x
COc1cccc(C(=O)N(C)CC(=O)Nc2ccc(F)c(F)c2F)c1	5%	3%	0.3%	-0.3	-19%	3%	8%	-22%	i
Cc1nn(-c2ccc(F)cc2)c(Cl)c1/C=C/C(=O)N1CCNC(=O)C1	11%	-16%	3.0%	0.7	-20%	1%	-10%	-25%	i
O=C(COc1ccc2ccc(=O)oc2c1)OCc1ccccc1	10%	x	0.1%	-0.6	4%	-8%	3%	0%	x
O=C(NCCN1CCOCC1)c1cc(-c2ccccc2)nc2ccccc12	2%	x	-0.1%	-2.9	x	x	-1%	-4%	i
Cn1c(N)c(C(=O)COC(=O)C2(c3cccc(F)c3)CCCC2)c(=O)n(C)c1=O	6%	-18%	1.9%	-0.4	u	8%	u	-31%	i
CCCCn1c(SCC(=O)NC2CC2)nc2ccccc2c1=O	9%	14%	-0.2%	2.3	-2%	-13%	3%	-2%	i
CCOC(=O)/C(C#N)=C1/C=CN(C)C(C)=N1	3%	1%	-0.7%	-2.0	5%	9%	15%	2%	i
Cc1ccc2nc(SCc3nc4ccccc4c(=O)[nH]3)[nH]c2c1	6%	-3%	u	0.5	u	6%	0%	0%	i
CCOc1ccccc1NC(=O)/C(C#N)=C/c1cccnc1	5%	8%	5.7%	-2.4	-9%	8%	-9%	-13%	i
CNC(=O)COC(=O)c1ccc(NC(=O)CC#N)cc1	-2%	5%	-0.4%	-1.3	12%	-4%	-4%	-4%	i
CC1(C)CC(=O)C2=C(C1)N(Cc1ccco1)C(=O)C2(NC(=O)c1cccnc1)C(F)(F)F (stereo not given)	-5%	5%	-0.8%	-3.5	3%	-1%	-21%	-2%	i
C=CCOC(=O)C1=C(C)NC(=O)NC1c1cc2c(cc1Br)OCO2 (stereo not given)	11%	13%	-1.0%	0.1	-2%	1%	-6%	-10%	u
Cc1ccc(N2C(=O)CC(Sc3ncccc3C(=O)O)C2=O)cc1 (stereo not given)	3%	1%	0.7%	-0.3	0%	1%	-4%	8%	u
CC(C)C(=O)Nc1nnc(SCc2cccc(F)c2)s1	14%	3%	0.5%	-0.3	-10%	1%	-1%	5%	i

An excerpt from above in order of their number in TGFb inhibitor, descending.
| SMILES | TGFb inhibitor |
| --- | --- |
| COc1cccc(C(=O)N(C)CC(=O)Nc2ccc(F)c(F)c2F)c1 | 8% |
| Cc1ccc2nc(SCc3nc4ccccc4c(=O)[nH]3)[nH]c2c1 | 0% |
| CC(C)C(=O)Nc1nnc(SCc2cccc(F)c2)s1 | -1% |
| Cc1cc(C)cc(N/C(N)=N/c2nc(C)cc(C)n2)c1 | -4% |
| CCOc1ccccc1NC(=O)/C(C#N)=C/c1cccnc1 | -9% |
| FC(F)(F)c1cccc(Cc2noc(CN3CCCCC3c3ccccn3)n2)c1 (stereo not given) | -15% |

Continuation.
SMILES	EPAC2 ag	ATXN2 expr inh	Nrf2 activator	IL-2 act	Nrf2 inh	A549 viability	TGFb inhibitor	HepG2 tox	S2 tox
Cc1ccnc(N2CCCC(C(=O)Nc3cccc(C)c3C)C2)n1 (stereo not given)	-7%	6%	0.4%	-4.6	-28%	1%	-3%	-9%	i
COCC(C)n1c(C)cc(C(=O)COc2ccc(N(C)S(=O)(=O)c3ccc(NC(C)=O)cc3)cc2)c1C (stereo not given)	-1%	21%	9.9%	-0.8	-7%	2%	-3%	-48%	i
CN(Cc1ccon1)Cc1cn(C)nc1-c1ccc2c(c1)OCCO2	-1%	13%[11.3 µM]	-0.8%	1.7	-32%	0%	18%	2%	i
CCOC(=O)C1=C(COC(=O)COc2ccccc2C(C)C)NC(=O)NC1C (stereo not given)	-14%	-1%	2.2%	-4.1	-5%	2%	-20%	-22%	i
CN(C)S(=O)(=O)c1ccc(NC=O)cc1	9%	-3%	0.1%	-0.2	-2%	0%	1%	0%	i
Cc1ccc(-n2c(C)nnc2SCC(=O)N2CCOCC2)cc1	4%	9%	-0.4%	-1.9	10%	12%	3%	4%	i
Cc1ccccc1-c1cc2nc(NCCOc3ccccc3)n(C)c(=O)c2s1	-3%	12%	3.8%	-0.8	x	x	-1%	-30%	i
Cc1ccc(C)c(N2CCN(C(=O)C3CCCN(Cc4nc(-c5cccc(Cl)c5)oc4C)C3)CC2)c1 (stereo not given)	x	-3%	-1.0%	x	14%	-1%	-31%	-8%	i
COc1cc(C(=O)OCc2ccc(C)cc2)cc(NC(=O)c2cccs2)c1OC	17%	x	-0.8%	-3.0	u	0%	10%	14%	x
O=C(CSCc1cccc(Cl)c1)N/N=C/c1ccc(OCC(=O)N2CCCCC2)cc1	14%	-29%	2.7%	-2.9	18µM*	-2%	u	-28%	u
COc1ccc2c(c1)C(c1ccc(C)o1)=NNC(c1cccnc1)=N2	-1%	0%	3.8%	2.9	13%	1%	8%	10%	i
Cc1c(NS(=O)(=O)c2cccc(C(=O)N3CCC(C)CC3)c2)c(=O)n(-c2ccccc2)n1C	4%	-9%	4.8%	0.1	0%	-5%	2%	-3%	i
Cc1cc(C)n(CCNC(=O)CC2C(=O)NCCN2Cc2ccccc2C(F)(F)F)n1 (stereo not given)	6%	-2%	-0.4%	-2.2	2%	-4%	0%	-11%	u
CC(=O)Nc1nc(C)c(Oc2ccc(Cl)cc2Cl)c(=O)[nH]1	7%	2%	-0.2%	-0.2	3%	-3%	7%	0%	u
Cc1ccc(C)c(CNS(=O)(=O)c2c(C)[nH]c(C)c2C(=O)N2CCCCC2)c1	8%	5%	-0.4%	-0.3	-13%	1%	0%	5%	i
O=S(=O)(c1ccc(-c2nnc(SCc3ccccc3)o2)cc1)N1CCCC1	10%	-1%	0.1%	0.0	-11%	-2%	-3%	3%	i
CCOC(=O)c1ccc2c(c1)N(CC(=O)Nc1cc(F)ccc1F)C(=O)c1ccccc1S2	x	-3%	-1.3%	x	x	1%	0%	-4%	i
C/C=C(/C)C(=O)O[C@@H]1c2c(ccc3ccc(=O)oc23)O[C@@H]1C(C)(C)OC(=O)/C(C)=C\C	-7%	u	5.7%	-0.4	u	-18%	u	-6%	u
CCOC(=O)c1cc2c(s1)-c1ccccc1CC2	3%	72%[activator]	11%	-0.3	x	3%	0%	-3%	i
COCCN(Cc1cc2ccccc2[nH]c1=O)C(=O)c1ccccc1OC	6%	-1%	-0.2%	0.4	2%	-6%	-5%	-12%	i
O=C(CCc1c[nH]c2ccccc12)NC1CC1	-5%	8%	-0.5%	-2.1	10%	-2%	-1%	-2%	i
COc1ccc(C(=O)NNC(=O)C(Cc2ccc(O)cc2)NC(=O)c2ccccc2NC(=O)c2ccc(OC)cc2)cc1 (stereo not given)	-5%	8%	5.3%	2.2	-1%	-6%	2%	11%	i
CCOC(=O)Cn1nc(/C=C/c2ccc(OC)cc2)ccc1=O	0%	14%	2.7%	-3.6	-5%	-3%	-2%	-16%	i
COc1cc(C(=O)N(Cc2cc3cc(C)ccc3[nH]c2=O)CC2CCCO2)cc(OC)c1OC (stereo not given)	7%	2%	2.2%	-0.6	7%	4%	u	2%	i
Cc1ccc(C)c(NC(=O)CSc2nnc(CNC(=O)c3cccs3)o2)c1	7%	1%	0.0%	-3.3	-1%	0%	8%	21%	i
CCOC(=O)C1CCN(C(=O)C2(NC(=O)NC3CCCCC3)CCCCC2)CC1	-1%	1%[11.3 µM]	-0.3%	-0.9	7%	-5%	3%	1%	i

Quoted at random: 2 entries already listed.
SMILES	EPAC2 ag	ATXN2 expr inh	Nrf2 activator	IL-2 act	Nrf2 inh	A549 viability	TGFb inhibitor	HepG2 tox	S2 tox
O=C(CCc1c[nH]c2ccccc12)NC1CC1	-5%	8%	-0.5%	-2.1	10%	-2%	-1%	-2%	i
CN(Cc1ccon1)Cc1cn(C)nc1-c1ccc2c(c1)OCCO2	-1%	13%[11.3 µM]	-0.8%	1.7	-32%	0%	18%	2%	i

Assay outcomes (PubChem BioAssay)
